Screening results deposited in PubChem BioAssay by several laboratories.
Mac1 fbg enh – enhancers of human CD11b/CD18 binding to fibrinogen; P05107+P11215; 93,000 tested, 0.07% active; activation, % at 10 µM; K562 CD11b/CD18 adhesion to fibrinogen, ATPlite luminescence;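 active = 10 µM primary screen giving 50% or more activity, confirmed by 40% or more on retest at that dose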; note: strong numbers were not always called active; reference of the scale not given here
Target sequence (P05107 whole entry, looked up, other chains not shown): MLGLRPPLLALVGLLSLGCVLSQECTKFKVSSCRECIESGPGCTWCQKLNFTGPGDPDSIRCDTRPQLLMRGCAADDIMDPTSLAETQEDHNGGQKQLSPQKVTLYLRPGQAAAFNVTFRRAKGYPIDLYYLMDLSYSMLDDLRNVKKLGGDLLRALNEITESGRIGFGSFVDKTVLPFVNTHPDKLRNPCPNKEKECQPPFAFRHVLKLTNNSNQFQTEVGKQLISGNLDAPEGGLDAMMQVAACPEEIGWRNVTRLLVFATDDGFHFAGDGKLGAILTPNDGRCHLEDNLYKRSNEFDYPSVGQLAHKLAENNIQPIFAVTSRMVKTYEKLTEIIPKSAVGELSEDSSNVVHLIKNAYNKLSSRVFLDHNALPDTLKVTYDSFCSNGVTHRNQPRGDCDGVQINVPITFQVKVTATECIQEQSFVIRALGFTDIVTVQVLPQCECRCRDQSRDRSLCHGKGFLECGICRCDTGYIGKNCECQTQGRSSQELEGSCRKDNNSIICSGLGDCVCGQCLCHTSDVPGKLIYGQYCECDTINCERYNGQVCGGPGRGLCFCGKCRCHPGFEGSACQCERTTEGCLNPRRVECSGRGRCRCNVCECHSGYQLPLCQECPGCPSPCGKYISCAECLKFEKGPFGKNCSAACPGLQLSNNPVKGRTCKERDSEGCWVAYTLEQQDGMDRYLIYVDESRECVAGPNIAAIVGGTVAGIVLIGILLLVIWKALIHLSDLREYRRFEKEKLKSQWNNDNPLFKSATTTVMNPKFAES
CD11b adhes inh – blocks human CD11b/CD18 adhesion to fibrinogen | inhibition, % at 10 µM | 93,000 tested, 0.54% active | K562 CD11b/CD18 adhesion to fibrinogen, ATPlite luminescence; Mn2+ added to activate the integrin | P05107+P11215;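 active = primary inhibition of 50% or more at 10 µM, then 40% or more on retest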; note: some results filed as inactive read as strong as hits
FAK blocker – inhibitors of human focal adhesion kinase | Q05397 | biochemical FAK kinase activity assay | inhibition, %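 (tested at 7 µM)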 | 97,000 tested, 0.84% active; in the data active = inhibition above about 19%;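 note: 0% = DMSO and 100% = reference compound high control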
PLK1 inh – inhibitors of human PLK1 kinase | inhibition, % at 10 µM | recombinant PLK1 kinase, TR-FRET peptide phosphorylation | P53350 | 97,000 tested, 0.53% active;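 active = inhibition of 50% or more in the single-concentration screen; inactive = inhibition below 50%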;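 note: 0% = DMSO max control and 100% = H-89 dihydrochloride min control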
PLK1 PBD inh – Plk1 (human) PBD binding inhibition; Plk1 PBD phosphopeptide binding, fluorescence polarization; inhibition, %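 (tested at about 20 µM)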; 97,000 tested, 0.13% active; in the data active = inhibition above about 34%, passing the limit was not always enough
ERa SRC1 pot – enhances coactivator binding to human estrogen receptor alpha | P03372 | TR-FRET ERalpha-LBD/SRC-Cy5 coactivator binding, 2 h; 100 = basal binding, no effect | coactivator binding (% of control), % at 25.6 µM | 86,000 tested, 1.3% active | AID 639; in the data active = activity above about 200%;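 note: binding measured in presence of low estradiol as agonist stimulus; 0% = peptide alone without receptor and 100% = receptor with peptide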
ERa coact inh – blocks coactivator binding to human estrogen receptor alpha; TR-FRET ER-alpha LBD / SRC-1 peptide, estradiol-bound; P03372; 86,000 tested, 1.7% active; AID 629; inhibition, % at 25.6 µM; in the data active = inhibition above about 50%;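 note: 0% = receptor plus peptide control and 100% = peptide only without receptor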
ERb SRC1 inh – ER-beta (human) coactivator binding inhibition; Q92731; TR-FRET ER-beta LBD / SRC1-Cy5 peptide binding; receptor agonist-loaded with 1 µM estradiol; inhibition, % at 25.6 µM; 86,000 tested, 1.3% active; AID 633;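 active = compounds whose percent inhibition of the receptor-coactivator binding signal exceeds about 50% in the single-dose screen, limit read from the data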;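 note: 0% = receptor plus peptide wells without compound and 100% = peptide-only wells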
Rev-RRE block – inhibitors of HIV-1 Rev-RRE RNA interaction; P05866; Rev peptide-RRE RNA binding, FRET; inhibition, % at 8 µM; 97,000 tested, 0.79% active; AID 704;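 active = inhibition above the screen-wide mean plus 3 SD, cut at about 35% in these data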;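 note: 0% = median DMSO wells and 100% = median Neomycin B control wells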
Target sequence (P05866 whole entry, looked up): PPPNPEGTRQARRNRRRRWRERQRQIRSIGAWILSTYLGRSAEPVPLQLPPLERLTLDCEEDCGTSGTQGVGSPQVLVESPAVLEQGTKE
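Probe or stimulus: fluorescein-Rev peptide as binding partner; assay system: Cy5-tagged RRE RNA duplex with fluorescein-tagged Rev peptide; timing: 5 min compound–RNA preincubation, then 15 min with peptide, 25 °C; medium: HEPES pH 7.5 buffer with KCl, MgCl2, NaCl and EDTA; signal: fluorescein-to-Cy5 FRET, 480 nm excitation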
Active calls of the source: *; nt = no result given; [ ] = another dose, or the depositor's remark.

SMILES	Mac1 fbg enh	CD11b adhes inh	FAK blocker	PLK1 inh	PLK1 PBD inh	ERa SRC1 pot	ERa coact inh	ERb SRC1 inh	Rev-RRE block
CC(C)NC(=O)c1cc2cc(Br)ccc2oc1=O	-1.7	73.5	4.9	-6.5	-4.3	100.9[fluorescence artefact?]	17.3[fluorescence artefact?]	7.4[fluorescence artefact?]	5.3
CCOC(=O)c1c(C)cccc1OCC(N)=O	nt	nt	2.4	-5.5	-30.1	105.8	2.6	0.8	2.7
COc1ccc(-n2c(O)c(Cc3ccccc3)c(=O)n3nc(-c4ccccc4)c(=O)cc23)cc1	nt	nt	-0.8	-7.0	14.2	107.6	-0.7	0.5	-2.3
COC(=O)/C=c1/s/c(=C(\C#N)C(=O)NCc2ccco2)n(-c2ccc(C)cc2)c1=O	22.3	-5.1	-1.4	-4.5	32.9	111.4[fluorescence artefact?]	0.6	3.5	4.0
COc1cccc(OCC(O)CN2CCOCC2)c1 (stereo not drawn)	-8.4	23.5	-3.6	-16.6	-28.4	107.0	-4.5	4.2	1.4
CCC(C)NS(=O)(=O)c1ccc(OCC(=O)N2CCCC2)cc1 (stereo not drawn)	nt	nt	-0.7	-9.1	-26.6	98.0	13.8	16.7[fluorescence artefact?]	-0.5
Cc1nn(CC(=O)N2CCN(Cc3ccccc3)CC2)c(=O)c2ccccc12	1.1	-20.8	nt	nt	nt	110.0	-10.0	0.2	nt
Cc1ccc(NC(=O)COc2ccc(/C=N/NC(=O)CSCc3ccccc3)cc2)cc1	11.4	9.9	20.2*	-8.0	11.3	nt	nt	nt	7.3
Cc1ccc(C(=O)N/N=C\c2ccc[nH]2)cn1	-3.8	-2.2	-0.9	-30.2	36.8	100.8	-11.1[fluorescence artefact?]	-0.6	10.7
COc1cccc(C2CC(c3ccccc3)Nc3ncnn32)c1 (stereo not drawn)	-3.8	-20.9	1.6	-7.8	4.9	98.1	9.9	5.6	10.1
COc1ccc(CCNC(=O)CSc2ncn[nH]2)cc1	-1.0	-0.5	-2.9	6.0	-5.5	nt	nt	nt	1.1
O=C1CC(c2ccccc2)n2nc(NC(=O)c3ccccc3)nc2N1 (stereo not drawn)	-5.5	16.3	4.3	-2.8	7.4	nt	nt	nt	3.6
O=C(Oc1ccc2c(c1)OCO2)c1ccc(Br)c(S(=O)(=O)N2CCOCC2)c1	-1.0	30.0	-0.4	-12.8	-23.7	106.9	-17.0	-16.4	4.4
CCCOc1ccc(-c2nc(OCC)c3ccccc3n2)cc1	-2.2	12.8	-2.4	-9.3	-24.4	106.7	5.3	11.8	12.6
CCN(Cc1ccccc1)S(=O)(=O)c1ccc(S(=O)(=O)N(Cc2ccccn2)Cc2ccco2)cc1	0.9	-3.8	-2.4	-2.2	4.1	110.8	-10.6	0.7	16.8
COc1ccc(C(=O)N(Cc2ccco2)Cc2cccs2)c(O)c1	-5.3	6.6	2.2	-4.4	-12.9	96.8	10.5	4.9	-0.2
CC1CCN(CCCNC(=O)c2ccc(CSCc3cccc(Cl)c3)o2)CC1	-3.2	-7.9	2.5	-8.4	-20.7	82.6	-0.3	-4.8	1.5
COc1cc(NS(=O)(=O)c2ccc(NC(=O)/C(=C\c3ccccc3OC)NC(=O)c3ccccc3)cc2)nc(OC)n1	-0.3	5.6	-3.1	-8.5	-15.2	nt	nt	nt	-4.6
CCCc1cc(C(N)=O)c(NC(=O)c2ccco2)s1	-6.7	-16.3	27.3*	127.2*	3.6	91.7	14.1	19.5	7.4
Cc1ccccc1Nc1nn2c(=O)c3ccccc3nc2s1	-3.8	-3.1	2.5	-12.2	13.2	99.4	20.1	-5.2	8.2
COc1ccc(-c2cc(C(F)(F)F)n3nc(C(=O)O)cc3n2)cc1OC	3.6	-4.1	-0.8	2.7	15.0	81.2	12.2	27.9[fluorescence artefact?]	4.8
Cc1cc(C)n2c(SCC(=O)N3CCN(S(=O)(=O)c4ccc(Cl)cc4)CC3)nnc2n1	99.4	-5.4	2.6	3.4	-13.2	nt	nt	nt	7.6
O=C(NCc1cccs1)c1cc(C2CC2)on1	20.2	-4.2	0.3	-9.4	6.7	102.1[fluorescence artefact?]	9.2	24.1	1.9
O=C(OCC(=O)c1cccs1)c1ccc(NC(=O)c2ccco2)cc1	7.3	-11.2	nt	nt	nt	146.6	38.2	24.4[fluorescence artefact?]	nt
COC(=O)C1=C(C)N(Cc2cccnc2)C(=O)C1	nt	nt	-1.4	-8.4	-18.3	105.6	-4.1	-3.1	0.3

Two compounds drawn at random from those above:
SMILES	Mac1 fbg enh	CD11b adhes inh	FAK blocker	PLK1 inh	PLK1 PBD inh	ERa SRC1 pot	ERa coact inh	ERb SRC1 inh	Rev-RRE block
COc1cc(NS(=O)(=O)c2ccc(NC(=O)/C(=C\c3ccccc3OC)NC(=O)c3ccccc3)cc2)nc(OC)n1	-0.3	5.6	-3.1	-8.5	-15.2	nt	nt	nt	-4.6
COc1cccc(C2CC(c3ccccc3)Nc3ncnn32)c1 (stereo not drawn)	-3.8	-20.9	1.6	-7.8	4.9	98.1	9.9	5.6	10.1

The main list resumes; the 2 compounds before the break are reprinted first.
SMILES	Mac1 fbg enh	CD11b adhes inh	FAK blocker	PLK1 inh	PLK1 PBD inh	ERa SRC1 pot	ERa coact inh	ERb SRC1 inh	Rev-RRE block
O=C(OCC(=O)c1cccs1)c1ccc(NC(=O)c2ccco2)cc1	7.3	-11.2	nt	nt	nt	146.6	38.2	24.4[fluorescence artefact?]	nt
COC(=O)C1=C(C)N(Cc2cccnc2)C(=O)C1	nt	nt	-1.4	-8.4	-18.3	105.6	-4.1	-3.1	0.3
CCOC(=O)N1CCC(N2C(=O)c3ccccc3C2Nc2ccccc2C)CC1 (stereo not drawn)	2.7	-16.5	4.2	-3.1	-11.4	117.5	-5.3	2.0	8.4
Cn1c(=O)c2c(nc(N3CCOCC3)n2CCNC2=NCCC2)n(C)c1=O	nt	nt	2.5	-5.1	-8.9	114.2	-9.5	-5.1	3.5
CCOc1cc(CNn2cnnc2)ccc1OCC(=O)NC1CCCCC1	-0.3	-9.2	2.1	-15.2	2.4	110.4	-4.2	-5.4	4.1
CCOC(=O)Cc1csc(NC(=O)NC2(C(F)(F)F)Oc3ccccc3O2)n1	-0.5	45.5	-0.8	-1.9	-30.4	66.5	3.1	-5.1	14.4
CN(Cc1ccccc1)C(=O)c1cc(-c2ccc(Br)cc2)on1	nt	nt	-5.2	-0.6	8.5	113.8	0.9	-1.6	11.4
N=c1c2c3c(sc2ncn1CCCN1CCOCC1)CCCCC3	-1.5	-0.8	1.3	-4.4	-7.1	94.0	1.3[fluorescence artefact?]	-1.7[fluorescence artefact?]	3.2
Cn1cnc2cc(NC(=O)c3ccc(Cl)cc3)ccc21	nt	nt	0.6	-14.4	4.3	108.2	-4.4	-6.2	-0.2
COc1cccc(C(=O)NC2CC3CCCC(C2)N3CC(=O)Nc2ccc(N(C)C)cc2)c1 (stereo not drawn)	nt	nt	-2.8	-6.5	-7.1	97.3[fluorescence artefact?]	10.2	6.3	-4.8
O=C(NC1CCCCC1)c1nn2c(C(F)(F)F)cc(-c3ccco3)nc2c1Br	-1.8	-6.1	-9.4	-4.7	15.4	102.3	8.4	5.6	0.6
Cc1nnc(-c2cccc(Br)c2)c2cn(-c3ccccc3Cl)nc12	1.4	1.7	11.3	-4.5	-0.3	nt	nt	nt	7.2
CC(C)(C)c1ccc(C2(C)NC(=O)N(CC(=O)Nc3ccc4c(c3)OCO4)C2=O)cc1 (stereo not drawn)	-1.2	8.9	-0.2	-4.0	6.2	87.7	4.3	-20.7	6.1
CC1(C)CC(=O)C(C=NCCN2CCN(CCCCS(=O)(=O)O)CC2)=C(O)C1	3.3	-3.6	-0.3	-6.8	24.4	106.3	0.5[fluorescence artefact?]	-4.8	7.8
CCOC(=O)Cc1csc(NC(=O)CC)n1	-0.5	2.9	-5.3	0.3	-6.3	120.7	-1.2	-2.3[fluorescence artefact?]	1.9
CCOC(=O)CSc1nnc(-c2c[nH]c3ccccc23)n1CC	2.7	-8.7	-0.3	67.7*	-15.7	105.9[fluorescence artefact?]	8.0[fluorescence artefact?]	-2.8[fluorescence artefact?]	-0.4
CCN1CCCC1CNCc1cc(OC)c(OC)c(OC)c1 (stereo not drawn)	-0.4	-0.3	-1.3	-9.4	8.4	119.5	-4.0	-5.6	7.2
O=C(CN1C(=O)COCC1=O)N1CCOCC1	-1.8	-19.3	-1.2	-2.2	13.2	nt	nt	nt	4.0
CCN(CC)S(=O)(=O)c1ccc(/C(O)=C2/C(=O)C(=O)N(CCOC)C2c2ccccc2)cc1 (stereo not drawn)	5.6	-15.3	nt	nt	nt	88.4	12.0	-10.1[fluorescence artefact?]	nt
COc1ccc(C2=NOC(C(=O)Nc3cc(C)on3)C2)cc1 (stereo not drawn)	0.0	-3.4	-9.8	-5.5	17.7	117.9	-1.7	-6.4	1.1
COCn1c(-c2cccc(Br)c2)nc2ccccc21	-8.7	-1.8	3.8	-8.8	-16.3	118.5	-6.3	-11.9	5.7
O=C1c2ccccc2C(=O)N1CC(=O)N1c2ccccc2Sc2ccccc21	5.8	4.4	-3.9	-12.5	14.8	nt	nt	nt	-1.2
Cc1ccc(S(=O)(=O)N2CCC(C(=O)Nc3nnc(COc4ccccc4)s3)CC2)cc1	-4.4	6.6	-7.3	4.4	0.7	114.7	3.2[fluorescence artefact?]	-1.0[fluorescence artefact?]	1.6
COc1ccc(NS(=O)(=O)c2coc(C(N)=O)c2)cc1Cl	nt	nt	1.4	-13.6	13.3	112.6[fluorescence artefact?]	-1.1	-8.8	5.8
COc1ccc(N(C(C)=O)S(=O)(=O)c2cccs2)cc1	nt	nt	0.6	-17.5	4.8	108.6[fluorescence artefact?]	8.1	-2.3[fluorescence artefact?]	11.4
COc1ccccc1CNC(=O)c1oc2ccc(S(=O)(=O)N3CCCC3)cc2c1C	3.7	16.6	0.3	-3.2	-13.9	118.3	-6.4	-6.8	5.9
COCCN1CCN(c2cc(-c3ccccc3)nc3cc(-c4cccc(F)c4)nn23)CC1	nt	nt	0.7	-19.1	-5.8	99.7	-18.4	-17.6	5.6
Clc1ccccc1Cn1nnc2c(N3CCCC3)ncnc21	1.6	-6.7	2.9	-4.0	1.3	116.2	-7.2	-5.1	1.7

Five compounds already listed, arranged by formula weight, rising:
SMILES	Mac1 fbg enh	CD11b adhes inh	FAK blocker	PLK1 inh	PLK1 PBD inh	ERa SRC1 pot	ERa coact inh	ERb SRC1 inh	Rev-RRE block
Cn1cnc2cc(NC(=O)c3ccc(Cl)cc3)ccc21	nt	nt	0.6	-14.4	4.3	108.2	-4.4	-6.2	-0.2
CCCOc1ccc(-c2nc(OCC)c3ccccc3n2)cc1	-2.2	12.8	-2.4	-9.3	-24.4	106.7	5.3	11.8	12.6
COc1ccc(-c2cc(C(F)(F)F)n3nc(C(=O)O)cc3n2)cc1OC	3.6	-4.1	-0.8	2.7	15.0	81.2	12.2	27.9[fluorescence artefact?]	4.8
CCOC(=O)N1CCC(N2C(=O)c3ccccc3C2Nc2ccccc2C)CC1 (stereo not drawn)	2.7	-16.5	4.2	-3.1	-11.4	117.5	-5.3	2.0	8.4
COc1cccc(C(=O)NC2CC3CCCC(C2)N3CC(=O)Nc2ccc(N(C)C)cc2)c1 (stereo not drawn)	nt	nt	-2.8	-6.5	-7.1	97.3[fluorescence artefact?]	10.2	6.3	-4.8
